L3MBTL1 inh – blocks human L3MBTL1. AlphaScreen L3MBTL1–H3K9me1 peptide binding. Potency, µM (doses to about 57.1 µM), for the others: top-dose activity, negative = inhibition, usual class: inhibitors. hit rate 0.66% among 230,000; note: nearly all actives have a fitted effect of over 60% in size
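L3MBTL1 (50 nM) pre-complexed 30 min with biotinylated H3(1-15)K9me1 peptide (75 nM), then compounds added for 30 min at room temperature; AlphaScreen streptavidin donor/nickel chelate acceptor beads (10 ug/mL final) read after 30 min dark incubation.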
Tau ThT inhib – inhibitors of human tau fibril formation, thioflavin T binding; recombinant tau K18 P301L, heparin-induced fibrillization, ThT fluorescence; Potency, µM (series often up to 57.4 µM), for the others: top-dose activity, negative = inhibition, usual class: inhibitors; hit rate 2.1% among 270,000; AID 1460; note: nearly all actives have a fitted effect of over 55% in size
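Heparin-induced fibrillization of the P301L-mutant K18 repeat-domain fragment of human tau was followed by ThT binding in quantitative high-throughput format.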
TRb SRC2 PPI – disrupts binding of human TR beta to SRC2; P10828; TRbeta-SRC2 peptide binding, fluorescence polarization; receptor liganded with 1 µM T3; AID 1469; hit rate 0.065% among 280,000; Potency, µM (doses to about 106 µM), inactives show top-dose activity change, negative = inhibition, usual class: inhibitors;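 note: plate controls were bound peptide for no effect and peptide without receptor for full effect; nearly all actives have a fitted effect of over 50% in size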
Target sequence (P10828 whole entry, looked up): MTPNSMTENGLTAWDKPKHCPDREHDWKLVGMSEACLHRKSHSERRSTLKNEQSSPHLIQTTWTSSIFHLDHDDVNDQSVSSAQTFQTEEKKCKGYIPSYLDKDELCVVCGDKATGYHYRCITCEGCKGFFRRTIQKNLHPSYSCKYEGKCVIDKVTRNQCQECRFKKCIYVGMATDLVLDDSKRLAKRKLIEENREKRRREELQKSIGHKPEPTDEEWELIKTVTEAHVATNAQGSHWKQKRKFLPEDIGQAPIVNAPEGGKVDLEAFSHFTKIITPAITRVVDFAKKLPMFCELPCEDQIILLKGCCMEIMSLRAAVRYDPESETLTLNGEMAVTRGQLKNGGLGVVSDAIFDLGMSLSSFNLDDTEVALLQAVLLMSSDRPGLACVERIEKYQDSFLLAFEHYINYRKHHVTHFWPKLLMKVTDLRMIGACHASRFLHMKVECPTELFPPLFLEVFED
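Decrease in fluorescence polarization of 20 nM Texas Red SRC2 coactivator peptide flagged inhibition of its binding to 0.6 uM TRb LBD; 1 uM T3 included, incubation 5 hr, ex 555/em 632 nm.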
Tau fluor cs – counter-screen for tau fibril formation inhibitors; hit rate 0.93% among 280,000; Potency, µM (doses to about 57.7 µM), inactives show at the top dose activity change, negative = decrease; AID 1463; tau K18 P301L Alexa594 fluorescence, heparin fibrillization; note: nearly all actives have a fitted effect of over 55% in size
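Human tau K18 P301L (15 uM unlabeled, 0.24 uM Alexa 594-labeled) in 100 mM sodium acetate pH 7 with 20 uM heparin, 6 hr at 37 C. ThT 30 uM added, 1 hr ambient; Alexa 594 FP and total fluorescence read at 555/632 nm.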
Tau FP inhib – inhibitors of human tau fibril formation. K18 P301L tau heparin fibrillization, Alexa594 FP, 6 h. Potency, µM (highest dose often 57.7 µM), without a hit: at the top dose activity, negative = inhibition, most hits filed as inhibitors. hit rate 0.39% among 280,000. AID 1468; note: nearly all actives have a fitted effect of over 55% in size
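FP of Alexa 594-tau after heparin (20 uM) induction. Substrate: human K18 P301L, 15 uM unlabeled, 0.24 uM labeled. Buffer 100 mM sodium acetate pH 7. 6 hr, 37 C.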
TR SRC2 fluor cs – counter-screen for TRb-SRC2 inhibitors: fluorescence interference; TRb/SRC2 Texas Red total fluorescence interference; Potency, µM (series often up to 106 µM), for inactives: at the top dose fluorescence change, negative = quenching; hit rate 0.29% among 280,000; AID 1479; active = well fitted curve in either direction with a large enough effect; inconclusive = small, poorly fitted or top-dose-only effect
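Human TRb ligand-binding domain at 0.6 uM with 20 nM Texas Red SRC2 peptide in Tris buffer containing 1 uM T3 and 5% DMSO, incubated with compound 5 h at ambient temperature. Total fluorescence (555/632 nm) calculated as parallel + 2 × perpendicular.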
aGal spleen mod – inhibits or activates alpha-galactosidase in human spleen homogenate; P06280; human spleen homogenate, 4MU-alpha-Gal fluorescence, 40 min; Potency, µM (titrated, usually from 80 µM), for the others: at the highest dose activity change, negative = inhibition, actives largely listed as inhibitors; hit rate 0.008% among 240,000; AID 2107;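 note: 0% = enzyme with vehicle and -100% = no enzyme basal signal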
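qHTS titration in buffer at pH 5.0. Alpha-galactosidase activity in spleen homogenate was measured via 4-methylumbelliferone release from 1 mM fluorogenic substrate after 40 min at 37C and a pH 10 stop. AC50 came from Hill fits of control-normalized data.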
ALDH1A1 block – ALDH1A1 (human) enzyme inhibition; P00352; Potency, µM (top dose mostly 75.3 µM), for the others: at the highest dose activity, negative = inhibition, hits mostly inhibitors; Purified ALDH1A1, NADH fluorescence, propionaldehyde substrate; AID 1030; hit rate 7.3% among 220,000; active = well fitted inhibition curve with a large enough effect, not every such curve was filed as active; inconclusive = small, poorly fitted or top-dose-only effect, or another doubt; inactive = no such curve, though single readings can be large or run the other way;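 note: plate controls were no enzyme wells and a reference inhibitor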
Target sequence (P00352 whole entry, looked up): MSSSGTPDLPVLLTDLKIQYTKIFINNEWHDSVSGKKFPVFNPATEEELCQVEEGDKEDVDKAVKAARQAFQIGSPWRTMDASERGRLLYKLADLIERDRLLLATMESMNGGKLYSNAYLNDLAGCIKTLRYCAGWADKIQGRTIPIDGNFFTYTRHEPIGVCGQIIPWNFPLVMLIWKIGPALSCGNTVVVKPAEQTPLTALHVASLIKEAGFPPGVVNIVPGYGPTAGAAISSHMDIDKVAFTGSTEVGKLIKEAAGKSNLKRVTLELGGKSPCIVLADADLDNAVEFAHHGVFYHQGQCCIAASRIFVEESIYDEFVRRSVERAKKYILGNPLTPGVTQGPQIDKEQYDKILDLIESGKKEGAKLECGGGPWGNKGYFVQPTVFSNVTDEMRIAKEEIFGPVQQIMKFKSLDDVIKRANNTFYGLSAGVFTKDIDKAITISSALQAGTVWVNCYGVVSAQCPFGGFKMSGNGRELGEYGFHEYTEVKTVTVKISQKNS
The depositor's hits bear a star; ? = inconclusive; . = no result given; [ ] = dose if it differs, or a comment. Unless noted, calls come from the whole dose curve; as a rule, active = well fitted curve in the direction sought with a large enough effect; inconclusive = small, poorly fitted or top-dose-only effect, or another doubt; inactive = no such curve, though single readings can be large; an effect the other way counts as inactive or inconclusive. Unless noted, % is set by controls: 0 for no effect and ±100 for the full control effect; potency is the fitted concentration of half-maximal effect.

Start of the data: the first 6 entries (preview)
SMILES	L3MBTL1 inh	Tau ThT inhib	TRb SRC2 PPI	Tau fluor cs	Tau FP inhib	TR SRC2 fluor cs	aGal spleen mod	ALDH1A1 block
COC(=O)c1cc2c(C)cc3ccc(C)cn3c-2c1C(=O)OC	.	?	-20%	-22%	6%	0%	1%	25µM*
CCn1c(Cc2ccccc2)nnc1SCC(=O)c1cccc([N+](=O)[O-])c1	0%	-18%	-13%	-15%	6%	-1%	6%	-1%
N#Cc1c(NC(=O)CSc2nnc(-c3ccccc3O)n2-c2ccccc2)sc2c1CCCC2	.	1%	2%	2%	1%	-5%	0%	?
Cc1cc(-c2ccc(C)c(S(=O)(=O)N(C(C)C)C3CCCCC3)c2)on1	.	-6%	-6%	-24%	0%	-1%	.	.
Cc1cccc(NC(=S)Nc2c(C)n(C)n(-c3ccccc3)c2=O)c1C	2%	-10%	-2%	-9%	-7%	-5%	3%	4%
O=C(CCS(=O)(=O)c1cccs1)Nc1ccc(C(=O)NCc2cccs2)cc1	-4%	1%	-21%	-12%	-8%	1%	11%	-15%

All compounds of this part, from the start:
SMILES	L3MBTL1 inh	Tau ThT inhib	TRb SRC2 PPI	Tau fluor cs	Tau FP inhib	TR SRC2 fluor cs	aGal spleen mod	ALDH1A1 block
COC(=O)c1cc2c(C)cc3ccc(C)cn3c-2c1C(=O)OC	.	?	-20%	-22%	6%	0%	1%	25µM*
CCn1c(Cc2ccccc2)nnc1SCC(=O)c1cccc([N+](=O)[O-])c1	0%	-18%	-13%	-15%	6%	-1%	6%	-1%
N#Cc1c(NC(=O)CSc2nnc(-c3ccccc3O)n2-c2ccccc2)sc2c1CCCC2	.	1%	2%	2%	1%	-5%	0%	?
Cc1cc(-c2ccc(C)c(S(=O)(=O)N(C(C)C)C3CCCCC3)c2)on1	.	-6%	-6%	-24%	0%	-1%	.	.
Cc1cccc(NC(=S)Nc2c(C)n(C)n(-c3ccccc3)c2=O)c1C	2%	-10%	-2%	-9%	-7%	-5%	3%	4%
O=C(CCS(=O)(=O)c1cccs1)Nc1ccc(C(=O)NCc2cccs2)cc1	-4%	1%	-21%	-12%	-8%	1%	11%	-15%
CCc1ccc(NC(=S)/N=C(\N)Nc2nc(C)c3cc(CC)ccc3n2)cc1	-12%	-9%	-2%	-15%	-3%	-3%	-8%	2%
Cc1ccn2cc(-c3ccc(NC(=O)c4ccco4)cc3)nc2c1	-8%	12%	-1%	-14%	2%	-5%	-1%	4%
O=C(NCC1CCCO1)c1cc2c(=O)[nH]c3ccccc3c2s1 (centres undefined)	.	-6%	-2%	-7%	?	1%	0%	?
C=CCOC(=O)/C(=C/c1cccc2ccccc12)NC(=O)c1ccccc1	-8%	3%	5%	4%	0%	-2%	18%	?
Cc1ccc(Cl)cc1N1CCN(C(=O)c2c(C)oc3ncnc(N4CCCCC4)c23)CC1	.	?	-7%	-15%	?	-3%	.	.
O=C(O)c1ccc(NS(=O)(=O)c2ccc(Cl)cc2)cc1	.	3%	5%	6%	3%	0%	1%	5%
CCOc1ccc(NC(=O)COC(=O)c2ncc(Cl)c(Cl)c2Cl)cc1	11%	14%	-1%[53 µM]	7%	-7%	-1%[53 µM]	-1%	?
O=S(=O)(c1cccc2cccnc12)N1CCN(c2ccccc2)CC1	.	-9%	3%	-11%	-1%	5%	12%	?
O=C(O)C1OC(Oc2cc3oc(-c4ccccc4)cc(=O)c3c(O)c2O)C(O)C(O)C1O (centres undefined)	?	?	-5%	-23%	-5%	-9%	-2%	?
CCCn1c(CN(Cc2ccccc2)Cc2ccccc2)nc2c1c(=O)n(C)c(=O)n2C	0%	-17%	2%	-8%	13%	0%	4%	-6%
CCOc1ccc(Nc2c3c(nc4ncnn24)CC(C)CC3)cc1 (centres undefined)	-4%	-10%	2%	-5%	8%	-7%	-6%	-10%
CN(C)c1ccc(CN(C(=O)C2COc3ccccc3O2)C2CCS(=O)(=O)C2)cc1 (centres undefined)	-23%	-6%	5%	-8%	3%	0%	2%	4.5µM*
CCOC(=O)C(=Nc1ccc(Cl)cc1)NO	2%	0%	-1%	4%	4%	-1%	5%	5%
CC(C)OC(=O)[C@H]1O[C@H](CCCCOCc2ccccc2)[C@@H](C)[C@H]2O[C@H]21	.	-14%	-7%	-18%	0%	-1%	6%	1%
COCCNc1nc(C)nc2c1nc(-c1ccccc1)n2CCN1CCCC1	.	6%	3%	7%	10%	0%	7%	?
CCCCSc1nc(CCC)cc(=O)[nH]1	.	-3%	-14%	-5%	5%	2%	5%	0%
O=C(COc1ccccc1)Nc1ccc(OC(F)(F)C(F)F)c(NC(=O)COc2ccccc2)c1	.	-13%	0%	-17%	-11%	-8%	0%	7%
Cc1ccccc1OCC(=O)Nc1ccc(Cc2ccncc2)cc1	23%	3%	-2%	-5%	-11%	2%	-3%	?
Cc1cc(C)n(CC(=O)c2ccc(Br)cc2)c(=O)c1C#N	.	-11%	-4%	-9%	-5%	-1%	-2%	-11%
CC1CCc2c(sc(NC(=O)CCCOc3ccccc3)c2C(N)=O)C1 (centres undefined)	.	?	2%	-19%	-15%	0%	.	.
Cc1cc(NCCCN2CCOCC2)n2ncc(-c3ccccc3)c2n1	3%	-17%	-10%	-20%	6%	-2%	1%	?
CC1=C(C#N)C(c2cn(-c3ccccc3)nc2-c2cccs2)C(C#N)=C(C)N1	-1%	-8%	-11%	?	?	-2%	-3%	-14%
Cc1ccc2oc(Nc3nc(-c4ccccc4)cc(=O)[nH]3)nc2c1	-5%	?	-10%	-3%	-4%	-1%	-17%	-3%
CCc1ccccc1N(C)C(=O)c1nn(C)c2c1CSc1ccccc1-2	.	-2%	-3%	-2%	-3%	0%	.	.
CCn1cc(C2C(C(=O)Nc3cc(C)ccn3)=C(C)NC3=C2C(=O)CC(C)(C)C3)c(C)n1 (centres undefined)	-4%	0%	0%	9%	1%	0%	?	?
CC(=O)N1CCc2cc(S(=O)(=O)CCC(=O)O)ccc21	-3%	-5%	1%	-2%	-3%	0%	28%	1%
COc1ccc(CCN(C)C(=O)CSc2nccn2C)cc1OC	-2%	9%	9%	7%	3%	1%	4%	?
Cc1cc(C)cc(Oc2nc3c(C)cccn3c(=O)c2/C=C(\C#N)C(=O)NC2CCS(=O)(=O)C2)c1 (centres undefined)	1%	?	-5%[53 µM]	2%	6%	1%[53 µM]	3%	?
CS(=O)(=O)N1CCc2cc(C(=O)N3CCCCC3)ccc21	0%	-3%	3%	-9%	-11%	-3%	2%	-12%
O=C(NCCc1ccccc1)c1ccc(CSc2nc3ccncc3n2Cc2ccc(F)cc2)cc1	.	-1%	3%	-29%	1%	-1%	.	.
O=S1(=O)c2ccccc2N(Cc2ccc(Cl)cc2F)c2ccccc21	.	2%	-6%	-19%	-11%	2%	.	.
COc1ccc(-c2nn(-c3ccccc3)cc2/C=C(\C#N)C(N)=O)cc1[N+](=O)[O-]	3%	-4%	10%	-8%	-4%	-2%	1%	?
CC(=O)NCCC(=O)NCc1ccc(F)cc1	.	-4%	-6%	3%	10%	-2%	-6%	-10%
CC(C)(C)NC(=O)NC(=O)COC(=O)Cc1c(F)cccc1Cl	9%	-2%	-9%	-11%	-9%	-1%	1%	1%
COc1ccc(Nc2nc(CN3CCOCC3)nc3sc4c(c23)CCC(C)C4)cc1OC (centres undefined)	6%	0%	-5%	4%	4%	1%	0%	10%
Cc1ccc(Cc2nc3ccccc3nc2SCC(=O)Nc2cccc(C(F)(F)F)c2)cc1	.	2%	3%	-23%	?	0%	.	.
Cc1nc2nc(Cc3ccccc3)[nH]n2c(=O)c1Cl	.	-6%	-5%	-2%	9%	-11%	6%	-4%
O=C1CC(N2CCN(c3ccc(F)cc3)CC2)C(=O)N1Cc1ccc(N2CCCC2=O)cc1 (centres undefined)	0%	-7%	3%	-4%	7%	-2%	-1%	?
Cc1nn(C)cc1CN1CCCC(C(=O)c2ccc(-c3ccccc3)c(F)c2)C1 (centres undefined)	-19%	-3%	2%	-6%	-8%	1%	2%	1%
COc1ccc(C(=O)CSc2nnc(Cn3nnc4ccccc43)n2C)cc1	.	-6%	-1%	-1%	0%	-2%	-5%	?
O=C(O)c1cc(-c2ccc(Cl)cc2)n(-c2ccc(Cl)cc2)n1	2%	1%	-6%	11%	0%	-6%	-6%	5%
O=C1/C(=N/n2cnnc2)c2ccccc2N1Cc1ccccc1	1%	?	-1%	0%	-12%	-5%	-2%	0.089µM*
CCC(=O)Nc1c2c(nc3c1CCC3)CCCC2	7%	-9%	2%	0%	-7%	1%	3%	13%
Cn1nc(-c2ccc(Cl)cc2)cc1NC(=O)CCCC(=O)O	7%	-6%	0%	-5%	2%	-1%	4%	6%
Cc1ccc(NS(=O)(=O)c2cc(C(=O)N3CCc4ccccc4C3)ccc2Cl)cc1	-8%	-9%	-9%	-20%	0%	-1%	3%	6%
COc1ccc(-c2nc(CN3CCCCC3CCc3ccccn3)c(C)o2)cc1 (centres undefined)	-8%	-2%	0%	6%	9%	0%	3%	11%
CCN(CC)S(=O)(=O)c1cc(C(=O)NC2CCCCC2)ccc1C	5%	-5%	-4%	-7%	1%	1%	-11%	-1%
CCOC(=O)N1CCN(C(=O)CSCC(=O)N=c2sc3ccccc3n2C)CC1	.	?	-2%	3%	4%	1%	-7%	?
O=C(CCCN1C(=O)c2ccccc2C1=O)NCC1CCCO1 (centres undefined)	4%	-3%	-1%	-2%	-3%	0%	-2%	1%
Cc1ccc(Nc2nc(-c3ccccc3)c(CC(=O)O)s2)cc1	11%	?	-2%	-17%	6%	-1%	2%	-7%
CNC(=O)Cn1c(C)cc(=O)c2cccc(OC)c21	-3%	1%	0%	-1%	-4%	-7%	-1%	.
Cc1ccc2c(C)c(C(=O)Nc3nnc(C)s3)oc2c1	0%	-14%	-6%	-7%	?	1%	5%	-2%
Cc1cc(NC(=O)CCC(=O)N(CC(=O)NCC2CCCO2)c2ccc3c(c2)OCCO3)no1 (centres undefined)	3%	4%	-7%	2%	-1%	-4%	-6%	1%
O=[N+]([O-])c1ccccc1OCCOc1ccccc1[N+](=O)[O-]	14%	1%	7%	-3%	-9%	-1%	5%	.

Screening results (PubChem BioAssay)

Not a hit list. About 8.5% of those tested had a hit in this group.
